Screening data (PubChem BioAssay)
RSV CPE inhibition = RSV antiviral activity via CPE protection, HEp-2 cells, primary 10 µM value included (AID 2391); HEp-2 cells, RSV-induced CPE inhibition; higher % means a stronger effect; CPE inhibition, % at 10 µM, or IC50 in µM where a hit was titrated; actives 0.13% (n = 310,000); in the data active = a potency from the dose series; inconclusive = CPE inhibition mostly from about 23% at the one dose, without a potency; inactive = the rest, 99 in 100 with CPE inhibition below about 21%; also: strong numbers were not always called active
K1F lysis inhibition = protection from phage-mediated lysis, alamar blue read-out – E. coli UTI89, K1F phage, bacterial capsule biogenesis inhibitors (AID 488966) | inhibition, % at 100 µM; hits with a dose series show IC50 in µM | actives 0.02% (n = 340,000) | E. coli UTI89 K1F phage lysis, alamar blue, 2 h; higher % means a stronger effect;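 active = phage lysis inhibition, versus mean bacterial control, above a set limit; inconclusive = no clear call, values can overlap the other calls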;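 also: capsule biogenesis inhibitors block K1F phage lysis so surviving cells raise fluorescence; higher fluorescence means more inhibition of phage lysis; actives were called in the ten point dose series up to 300 µM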
NTR1 agonist = NTR1-driven beta-arrestin-GFP spot formation – imaging, U2OS cells, high content, primary screen (AID 493036); P30989; agonist mode; activation, % at 20 µM; actives 0.17% (n = 330,000);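 active = activation at or above 40% of the spot to cytoplasm intensity ratio, with at least 20 cells analyzed; inconclusive = wells under 20 cells, flagged as cytotoxic or low count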;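 also: 0% = DMSO without peptide and 100% = 100 nM NTR1 peptide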
Target sequence (P30989 whole entry, looked up): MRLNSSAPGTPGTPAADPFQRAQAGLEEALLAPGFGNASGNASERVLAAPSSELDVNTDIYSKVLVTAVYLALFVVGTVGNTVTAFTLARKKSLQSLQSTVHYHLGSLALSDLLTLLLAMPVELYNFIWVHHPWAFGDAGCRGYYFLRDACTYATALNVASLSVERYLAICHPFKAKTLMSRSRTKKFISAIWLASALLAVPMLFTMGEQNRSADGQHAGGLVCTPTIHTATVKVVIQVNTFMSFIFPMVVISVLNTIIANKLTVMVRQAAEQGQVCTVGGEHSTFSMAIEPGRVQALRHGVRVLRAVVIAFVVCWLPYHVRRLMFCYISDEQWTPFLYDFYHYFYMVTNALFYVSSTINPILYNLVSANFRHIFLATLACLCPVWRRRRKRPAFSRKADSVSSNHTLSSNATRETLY
Siah-1 displacement = blockers of Siah-1 interaction with plectin peptide – biochemical, fluorescence polarization, rhodamine-plectin, uHTS, primary screen (AID 1817). displacement, % at 20 µM, or IC50 in µM where a hit was titrated. Siah-1 / rhodamine-plectin peptide fluorescence polarization; higher % means a stronger effect. actives 0.02% (n = 290,000);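 active = displacement of at least 50% at 20 µM, with a fluorescence ratio check between 0.3 and a set limit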;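 also: plate controls were Siah plus tracer with DMSO for no effect and tracer alone without Siah for full effect; strong numbers were not always called active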
West Nile virus CPE = inhibition of WNV-induced cytopathic effect – cell-based, CPE readout (AID 1621). West Nile virus-infected cells, CPE inhibition; higher % means a stronger effect. actives 0.02% (n = 290,000). CPE inhibition, % at 10 µM; hits with a dose series show IC50 in µM; in the data active = a potency from the dose series; inconclusive = CPE inhibition mostly from about 3.7% at the one dose, without a potency; inactive = the rest, 99 in 100 with CPE inhibition below about 2.2%; also: strong numbers were not always called active
MgcRacGAP inhibition = MgcRacGAP GTPase-activating activity inhibitors, confirmation, biochemical, ADP Hunter fluorescence; AID 624330; inhibition, % at 30 µM; hits with a dose series show IC50 in µM; actives 0.6% (n = 340,000); MgcRacGAP-stimulated Rac1 GTP hydrolysis, ADP Hunter fluorescence; higher % means a stronger effect; GST-tagged Rac1 F28L mutant substrate;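 active = first-screen hits whose inhibition reached a set limit at any dose in the follow-up dose series; inconclusive = inhibition above the set first-screen limit but never retested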;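 also: fluorescence reports GDP produced by GAP-driven GTP hydrolysis; strong numbers were not always called active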
AID2073 = inhibitors of Mint1-CaV2.2 protein interaction, biochemical, HTRF (AID 2073) | actives 0.19% (n = 290,000) | HTRF protein-protein interaction, Mint1-CaV2.2; higher % means a stronger effect | inhibition, % at 20 µM; hits with a dose series show IC50 in µM; in the data active = inhibition mostly above about 51%, no sharp cut-off; inconclusive = no clear call, values can overlap the other calls; inactive = mostly below about 53%; also: some results filed as inactive read as strong as hits
Dengue-2 NS5 capping = flavivirus cap methylation enzyme inhibition – biochemical, confirmation dose response, primary screen (AID 588689). Dengue-2 NS5 methyltransferase capping enzyme assay, biochemical; higher % means a stronger effect. inhibition, % at 25 µM; hits with a dose series show IC50 in µM. actives 0.3% (n = 340,000); in the data active = a potency from the dose series; inconclusive = inhibition above about 29% without an active follow-up result
SV40 large T antigen = SV40 large T antigen inhibitors, biochemical (AID 1903); SV40 large T antigen ATPase/helicase inhibition assay; higher % means a stronger effect; inhibition, % at 20 µM; hits with a dose series show IC50 in µM; actives 0.39% (n = 310,000); in the data active = a potency from the dose series; inconclusive = inhibition mostly from about 32% at the one dose, without a potency; inactive = the rest, 99 in 100 with inhibition below about 32%; also: strong numbers were not always called active
NTR1 agonist cell count 20 µM = further read-out of NTR1 agonist, marked with its call; cell count; measured here: cell count, cytotoxicity flag
Dengue-2 NS5 capping pilot replicate = further read-out of Dengue-2 NS5 capping, marked with its call; inhibition, %; measured here: pilot screen replicate inhibition
Numbers without * were called inactive; ? = inconclusive; / = no result given; [ ] = dose if it differs, or a comment. Not all compounds are listed. The share of hits here may be higher or lower than overall.

SMILES	RSV CPE inhibition	K1F lysis inhibition	NTR1 agonist	NTR1 agonist cell count 20 µM	Siah-1 displacement	West Nile virus CPE	MgcRacGAP inhibition	AID2073	Dengue-2 NS5 capping	SV40 large T antigen	others
C[n+]1c(-c2ccccc2)cc(-c2ccc(Cl)cc2)cc1-c1ccccc1	5.9%	-2.4%	0.2	39	-1%	2.5%	5%	7%	0%	5%
O=C(Nc1ccc2ccccc2c1)c1nn(C23CC4CC(CC(C4)C2)C3)cc1Br	3.4%	3.8%	0.1	62	1%	-1.2%	1%	5%	-4%	5%
CCCCC(CC)COC(=O)c1ccccc1C(=O)OCC(CC)CCCC (stereo not given)	5.1%	3.0%	-0.7	72	/	/	-10%	/	-4%	13%
COc1ccc([N+](=O)[O-])cc1N=Cc1c(O)n(CCc2ccccc2)c(=O)n(C(C)C)c1=O	6.3%	0.1%	-1.2	106	5%	-0.8%	10%	14%	-65%	4%
COc1ccc(N2C(=O)NC(=O)C(CCc3ccncc3)(CCc3ccncc3)C2=O)cc1	0.0%	5.0%	1.6	68	2%	-0.1%	1%	8%	-1%	7%
CCCCCCC(=O)N/N=C/c1c(O)n(CCCC)c(=S)[nH]c1=O	0.2%	0.0%	0.3	65	-4%	-0.2%	8%	-13%	-22%	8%
COC(=O)C1=C(c2ccc(F)cc2OCc2ccccc2)C[C@@H]2CC[C@H]1N2C(=O)NCc1ccccc1Cl	-0.6%	2.5%	-0.8	60	/	/	1%	/	7%	/
COc1ccc(-n2c(-c3ccc(C)cc3)nc3ccccc3c2=O)cc1	0.3%	2.4%	0.6	54	3%	0.1%	8%	-8%	5%	10%
NC(=S)/N=C/c1c(O)[nH]c(=O)[nH]c1=O	1.6%	0.1%	-1.4	30	2%	1.4%	20%	8%	-24%	14%
c1ccc(-c2nc(N3CCOCC3)s[n+]2-c2ccccc2)cc1	1.7%	-5.2%	-0.5	67	-2%	0.0%	12%	-11%	1%	8%
CCN1CC=C(c2c[nH]c3ccccc23)CC1	1.7%	0.3%	2.4	33	0%	0.8%	18%	13%	2%	1%
Cc1ccc(OCC(=O)N2CCN(Cc3ccc4c(c3)OCO4)CC2)cc1	-0.3%	-1.0%	-0.7	50	8%	-0.5%	25%	-7%	5%	-1%
COc1ccccc1C1=NCc2nnc(CSC)n2-c2ccc(Cl)cc21	/	0.4%	-0.2	44	/	/	5%	/	5%	7%
ClC(Cl)=C(c1ccc(Cl)cc1)c1ccc(Cl)cc1	1.5%	1.9%	0.8	61	/	/	4%	/	5%	19%
COc1ccc(C2=NCC(=S)Nc3ccc(Cl)cc32)cc1OC	0.1%	0.9%	0.5	49	/	/	6%	/	11%	7%
c1ccc(Nc2ccc(Nc3ccccc3)cc2)cc1	0.4%	4.1%	6.0	43	/	/	17%	/	4%	/
COc1cc(Cn2c(N)c(C(=O)NCc3ccco3)c3nc4ccccc4nc32)cc(OC)c1OC	?	0.2%	-0.3	59	4%	1.1%	0%	13%	4%	-1%
CNC(=O)OCCc1n(C)cc[n+]1C	2.8%	1.6%[50 µM]	0.0	64	3%	-0.3%	5%	-7%	4%	8%
C=Cn1c(P(=S)(N2CCOCC2)N2CCOCC2)cc2c1CCCC2	0.3%	0.0%	0.4	53	3%	-0.4%	10%	10%	-1%	5%
COc1cccc(C2(O)CCN(CC(=O)Nc3nc(C)cs3)CC2)c1	-0.5%	0.2%	0.8	74	-3%	-0.9%	12%	-10%	-4%	7%
COc1ccccc1CN1CCN(C(=O)COc2cccc(C)c2)CC1	0.5%	0.0%	2.9	62	5%	-0.4%	31%	1%	-16%	4%
CC1CCCC(NC(=O)CNC(=S)N2CC3CC(C2)c2cccc(=O)n2C3)C1C (stereo not given)	0.2%	0.0%	0.9	83	4%	-0.2%	9%	16%	-15%	13%
C/C(=N\N1CCCCCC1)c1c(O)n(C2CCCCC2)c(=O)[nH]c1=O	13%	-2.3%	3.4	39	-1%	-0.8%	5%	9%	-2%	13%
CCCCN1C(=O)C(C2c3ccccc3C(=O)N2Cc2ccccc2)C(=O)NC1=S (stereo not given)	-1.2%	-0.2%	-0.6	77	3%	0.1%	11%	0%	24%	12%	Dengue-2 NS5 capping pilot replicate=-0.6
Cc1ccc(C(=O)c2cc(Br)ccc2N)cc1	-0.5%	11%	2.5	52	4%	-0.5%	2%	4%	-13%	10%

Next part.
SMILES	RSV CPE inhibition	K1F lysis inhibition	NTR1 agonist	NTR1 agonist cell count 20 µM	Siah-1 displacement	West Nile virus CPE	MgcRacGAP inhibition	AID2073	Dengue-2 NS5 capping	SV40 large T antigen	others
CCN1C[C@]2(CO)CC[C@H](OC)[C@@]34C5C[C@H]6[C@H](OC)C5[C@](O)(C[C@H]6OC)[C@@H](C(OC)C23)[C@@H]14 (stereo not given in full)	1.7%	-3.9%	25	95	/	1.0%	-17%	/	6%	7%
CCn1c(O)c(/C=N/NC(=O)c2ccncc2)c(=O)[nH]c1=S	0.1%	0.2%	0.6	83	-6%	-0.8%	10%	-8%	2%	7%
CC(=O)CC(C)(C)n1c[n+](C)nn1	-0.3%	-0.8%	1.4	62	3%	0.2%	1%	-9%	1%	1%
C=C1C(=O)O[C@@H]2C[C@@H](C)[C@@H]3C=CC(=O)[C@@]3(C)[C@@H](OC(=O)CC(=O)O[C@H]3[C@@H]4C(=C)C(=O)O[C@@H]4C[C@@H](C)[C@@H]4C=CC(=O)[C@]43C)[C@H]12	-4.4%	-3.8%	-0.1	41	12%	-1.3%	?	37%	50%	?
Cc1ccc(C2C(=O)NC(=O)NC2=O)cc1	-1.6%	1.0%	0.2	49	/	/	5%	/	-6%	15%
CN1CCN(c2ccc(Cl)cc2N)CC1	-0.3%	0.4%	0.2	42	-2%	-0.5%	2%	2%	10%	12%
Cn1ccc(NC(=O)CCl)n1	-0.7%	0.3%	2.0	68	-1%	-0.6%	9%	-12%	-4%	-1%
CCC(C)NC(=O)c1c(N)n(CC2CCCO2)c2nc3ccccc3nc12 (stereo not given)	44%	-0.3%	14	99	4%	2.5%	8%	22%	-7%	2%
CCOC(=O)C1(CCc2ccccc2)CCN(Cc2ccc(NC(C)=O)cc2)CC1	0.1%	0.1%	2.5	68	4%	-1.1%	8%	6%	-1%	6%
CN1CCN(c2ncc(C=O)s2)CC1	0.3%	-1.1%	1.1	28	-2%	0.4%	-2%	-3%	-3%	1%
Cc1nn(Cc2ccccc2)c(C)c1C(=O)O	1.1%	0.5%	-0.1	43	2%	0.5%	5%	1%	3%	1%
COc1ccc(OC(=O)N(C)C)c(CN(C)C)c1	1.3%	0.9%	0.6	40	1%	0.6%	7%	4%	0%	16%
CC(C)c1oc(=O)cc2c1[C@@H](O)[C@H]1OC(=O)[C@@]3(C)C[C@@H](O)[C@@H](O)[C@@]2(C)C13 (stereo not given in full)	-0.8%	0.6%	6.7	50	-7%	30µM*	4%	-6%	-2%	2%
COCCNC(=O)N1[C@H]2CC[C@@H]1C(C(=O)OC)=C(c1ccc(OC(F)(F)F)cc1)C2	0.8%	1.4%	-0.2	56	/	/	3%	/	-3%	/
CCOc1ccc(-c2cc(C)[n+](CCO)c(-c3ccc(OCC)cc3)c2)cc1	-1.6%	-0.3%	2.0	31	-3%	0.2%	9%	?	-5%	3%
CCCCN1C(=O)NC(=O)C2(Cc3c(nc4ccccn4c3=O)N3CCc4ccccc4C32)C1=O (stereo not given)	6.4%	0.0%	9.3	85	-4%	-0.1%	5%	-3%	-4%	12%
C=CCn1c(=O)c(C=Nc2c(OC)cccc2[N+](=O)[O-])c(O)n(CCCC)c1=O	1.5%	0.2%	1.9	88	20%	-0.9%	6%	4%	-121%	6%
COC(=O)C(O)(c1ccc(N(C)C(=O)c2ccc(Cl)c(Cl)c2)cc1)C(F)(F)F (stereo not given)	1.0%	0.2%[50 µM]	7.0	77	18%	-0.3%	7%	-6%	5%	17%
O=C(c1ccc(Cl)cc1)C1CCCN(Cc2ccon2)C1 (stereo not given)	2.2%	0.0%	1.0	86	12%	-0.4%	7%	0%	-4%	4%
COc1ccccc1OCC#CCN1CCOCC1	2.8%	-0.7%	3.6	56	1%	0.8%	28%	-3%	-8%	0%
Cn1c(=O)[nH]c2nncnc2c1=O	1.2%	0.1%	0.6	62	/	/	12%	/	4%	16%
O=S(=O)(c1ccc(Cl)cc1)N1CN2CCN(C2)C1	2.2%	-0.7%	1.8	70	-3%	0.3%	4%	-6%	7%	-3%
COC(=O)[C@]12OC[C@]34C([C@@H](O)[C@@H]1O)[C@]1(C)CC(=O)C(O)=C(C)[C@@H]1C[C@H]3OC(=O)[C@H](O)[C@@H]24 (stereo not given in full)	12%	-0.5%	5.9	48	3%	0.1%	5%	5%	-2%	-3%
CC(=NCc1ccco1)c1c(O)n(C)c(=O)n(C)c1=O	-1.1%	-0.3%	-0.7	91	-5%	-0.1%	5%	16%	93%	8%	Dengue-2 NS5 capping pilot replicate=-3.6
CCCOc1ccc(C(C)=O)cc1Cc1c(O)[nH]c(=S)[nH]c1=O	1.4%	-0.2%	-0.2	55	0%	0.1%	5%	-20%	2%	9%	Dengue-2 NS5 capping pilot replicate=-4.3

(next part)
SMILES	RSV CPE inhibition	K1F lysis inhibition	NTR1 agonist	NTR1 agonist cell count 20 µM	Siah-1 displacement	West Nile virus CPE	MgcRacGAP inhibition	AID2073	Dengue-2 NS5 capping	SV40 large T antigen	others
O=C(CCC(=O)N1C[C@H]2C[C@@H](C1)c1cccc(=O)n1C2)NCc1cccc(C(F)(F)F)c1	1.6%	5.2%	0.2	85	0%	0.2%	1%	-3%	-1%	0%
O=C(COc1ccccc1)N1CCN(C/C=C/c2ccccc2)CC1	1.4%	0.3%	0.8	81	1%	-1.1%	1%	-4%	-5%	6%
O=C(CCN1CCCCC1)Nc1ccc(Br)cc1C(=O)c1ccccc1	2.5%	0.0%	-0.1	43	0%	-0.3%	10%	-7%	-3%	7%
O=c1[nH]c(=O)n(CCc2ccccc2)c(O)c1C=NCCCn1ccnc1	-0.8%	0.0%	0.1	45	-2%	0.2%	8%	3%	-6%	-2%
O=C(O)C1CN2CCC1CC2 (stereo not given)	-0.8%	0.5%	1.1	87	6%	0.7%	6%	-2%	-2%	-1%
Cc1cc(C(=O)CS(=O)(=O)c2ccc(F)cc2)cc(C)c1OC(=O)N(C)C	-0.4%	0.1%	0.6	37	-5%	-0.7%	2%	-10%	-11%	8%
CCN1C(=O)C(=Cc2ccc(N3CCOCC3)o2)C(=O)N(CC)C1=S	/	-0.8%	-1.1	39	1%	0.0%	-2%	-7%	2%	18%
